zVAD death inh: inhibitors of zVAD-triggered necroptosis, primary screen, L929 cells; AID 1377, 2008; viability rescue, % at 10 µM; L929 zVAD necroptosis rescue, ATP luminescence, 24 h; with zVAD 60 µM; 0.38% of 220,000 active;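 active means activation, scaled between plate controls, above about 75%, limit read from the data; inactive means activation under that limit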;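 further: 0% = zVAD with DMSO and 100% = DMSO alone without zVAD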
MDM2 E3 inh: MDM2-luciferase reporter signal enhancers, primary screen, MDM2 E3 ligase inhibitor project, cell-based, luminescence, 1536-well | E3 ubiquitin-protein ligase Mdm2 (Homo sapiens), Q00987 | cell-based MDM2 ubiquitination luciferase reporter, 2 h; 0 = plate control, 100 = twice control, blank-subtracted | signal enhancement, % at 5 µM | 0.11% of 210,000 active | AID 1230, 2008;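 active means signal enhancement of 30% or more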;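 further: luminescence tracks abundance of the self-degrading MDM2-luciferase fusion protein; higher signal means inhibition of MDM2 E3 ligase activity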
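Timing – 2 h compound exposure at 37 °C · Assay system – mammalian cells stably expressing self-ubiquitinating, self-degrading MDM2 E3–luciferase fusion · Amount – 2000 cells seeded into each well · Measure – % luminescence enhancement versus blank-corrected plate control mean · Measured by – SteadyLite luminescence, 15 min reagent step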
TNF necrop inh: inhibitors of TNF-alpha triggered necroptosis, primary screen, cell-based, Jurkat FADD-/-, single concentration; 0.068% of 220,000 active; Jurkat FADD-/- TNF necroptosis rescue, ATP luminescence, 24 h; 0 = TNF only, 100 = no-TNF cells; activation (protection from cell death), % at 10 µM;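 active means activation, meaning protection from cell death, of at least 50% relative to plate controls; inactive means activation below 50%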;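 further: necroptosis triggered by 40 ng/mL TNF-alpha added together with compound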
Cl transport mod: KCC2 cotransporter modulators, thallium flux, primary screen, cell-based, HEK293 KCC2, FluoZin-2 fluorescence, MLSMR. B-score of Tl+ flux slope (higher = more flux/activation; lower = inhibition) at 10 µM. KCC2 cells, thallium flux FluoZin-2 fluorescence. 2.2% of 190,000 active. Solute carrier family 12 member 5 (Homo sapiens), Q9H2X9;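 active means thallium flux slope and its plate-corrected score both differing from the plate sample mean at a set confidence after two filtering rounds, in either direction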;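 further: slope of fluorescence scaled to starting intensity during 10 to 20 s after thallium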
PERK inh: block of dimerizer-induced PERK translation repression, primary screen, PERK inhibitor project, CHO PERK-DD cells, SEAP luminescence, HTS; 0.17% of 220,000 active; inhibition, % at 5.6 µM; CHO PERK-DD fusion, SEAP luminescence translation reporter; AID 1416, 2008;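 active means inhibition above the mean inhibition of all tested compounds plus 3 SD, set separately per screening campaign, cut at about 2.9% in these data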;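 further: PERK kinase domain activated by AP20187 dimerizer at 100 nM; 0% = DMSO with dimerizer and 100% = rapamycin at 8.4 µM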
EBV gp42 block: Epstein-Barr virus gp42 inhibitors, primary screen, biochemical, uHTS, fluorescence polarization | Fluorescence polarization binding assay, mP read-out | 0.42% of 220,000 active | Glycoprotein 42 (Epstein-Barr virus (strain AG876)), Q1HVG2 | inhibition, % (tested at 21.74 µM); in the data active means inhibition above about 50%
m-calpain inh: inhibitors of pig calpain II, primary screen, biochemical, fluorogenic peptide substrate, 1536-well; purified calpain II, 30 min; inhibition, % at 16 µM; 0.37% of 220,000 active;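 active means inhibition above about 50%, limit read from the data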
eIF4E 4G PPI: eIF4E–eIF4G protein interaction inhibitors, primary screen, biochemical, uHTS, TR-FRET, eIF4GI fragment. Eukaryotic translation initiation factor 4E (Mus musculus) + Eukaryotic translation …. TR-FRET eIF4E-eIF4GI(517-606) binding, 2 h. inhibition, % at 21.7 µM. 0.37% of 220,000 active;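 active means inhibition above about 30%, limit read from the data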;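 further: 0% = full FRET control wells and 100% = background wells lacking eIF4GI fragment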
Rad51 HR inh: human RAD51 strand exchange inhibitors, primary screen, biochemical, fluorescence. 0.085% of 200,000 active. hRad51 DNA strand exchange, fluorescence dequenching. DNA repair protein RAD51 homolog 1 (Homo sapiens), Q06609. AID 1385, 2008. inhibition, % at 10 µM;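 active means inhibition above 40% at the single screening dose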;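 further: 0% = DMSO control wells and 100% = blanks with heterologous ssDNA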
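Test system: preformed human Rad51 ssDNA filaments; also added: Donor/quencher-labelled 47-bp dsDNA substrate; doses: 10 µM final, single point; times: 37 °C 15-min filament assembly, 30-min compound preincubation, 15-min exchange; detection: FRET fluorescence dequenching, excitation 485 nm, emission 520 nm; read-out basis: Fluorescence-based percent inhibition, control- and blank-normalised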
Active calls of the source: *; . = no result given; [ ] = another dose, or the depositor's remark.

mol | zVAD death inh | MDM2 E3 inh | TNF necrop inh | Cl transport mod | PERK inh | EBV gp42 block | m-calpain inh | eIF4E 4G PPI | Rad51 HR inh
CC1=C(C)/C(=N/OC(=O)c2cccc([N+](=O)[O-])c2)C=CC1=O | 12 | . | -9.1 | 0.44 | -0.3 | -5 | -17 | -3 | -1
CN(C(=O)c1ccc(C#N)cc1)c1nnc(-c2ccccn2)s1 | -0.5 | 2 | -0.9 | -1.5 | -0.2 | 7 | -23 | 0 | 3
CC1=NN(S(=O)(=O)c2ccc(C)cc2)C(=O)c2ccccc2O1 | -0.4 | . | -0.5 | . | 1.1 | -17 | -9 | 0 | -6
O=[N+]([O-])c1cccc(S(=O)(=O)c2ccc(N3CCCCC3)c([N+](=O)[O-])c2)c1 | 1.2 | -8 | 3.7 | -0.12 | 1.5 | -16 | 3 | -2 | 3
C#CCSc1nnc(-c2c[nH]c3ccccc23)n1C | 7.5 | -16 | 2.3 | -0.84 | 0.5 | -4 | -12 | -2[fluorescence artefact?] | 3
Cc1ccc2c(c1)C(c1ccc(F)cc1)N(C(=O)c1cc3ccccc3oc1=O)CC(=O)N2 (configuration not stated) | . | . | 4.1 | 0.78 | -1.0 | 5 | -2 | -1 | .
Cc1ccc(N(Cc2cc(=O)[nH]c3ccccc23)C(=O)c2ccco2)cc1 | -0.3 | -4 | -4.3 | -0.45 | -1.3 | -12 | -15 | 4 | -6
CNCC(O)COc1ccccc1 (configuration not stated) | 0.0 | -3 | -0.4 | 0.83 | 0.1 | -10 | -2 | 1 | -7
CC(C)(C)NC(=O)CN(c1cccc([N+](=O)[O-])c1)S(=O)(=O)c1ccccc1 | 0.1 | -2 | -0.2 | -1.4 | 0.9 | -6 | -21 | -1 | 5
O=C1C=C(NCc2ccc(Cl)c(Cl)c2)CC1 | -0.5 | -17 | 1.2 | -0.083 | 0.4 | -23 | -18 | 0 | -6
O=C(NCCCN1CCOCC1)c1ccc(Br)s1 | 0.3 | -8 | 0.2 | -0.27 | 0.7 | -2 | 19 | -4 | 3
O=S(=O)(CCc1nnc(-c2ccccc2)o1)c1ccc2ccccc2c1 | -0.1 | 6 | -0.4 | 0.19 | 0.7 | -3 | -3 | 1 | 2
Cc1ccc(-n2c(=O)[nH]cc(C(=O)Nc3ccc4c(c3)OCCO4)c2=O)cc1C | 1.1 | 4 | -3.0 | . | 0.9 | -1 | -55 | -2 | 7
COc1ccc2c(c1)CCc1cc(C(=O)N3CCN(c4ccc(N5CCOCC5)nn4)CC3)sc1-2 | 0.9 | -9 | -9.5 | 0.5 | -0.5 | 14 | -252 | 2[fluorescence artefact?] | .
O=C(OCC(=O)C12CC3CC(CC(C3)C1)C2)c1cccnc1 | -0.1 | -6 | -0.5 | 1.1 | 0.6 | -22 | 40 | -2 | -4
COC(=O)COc1ccc(S(=O)(=O)NCCC2=CCCCC2)cc1Cl | -0.1 | -9 | 0.8 | . | -0.6 | 3 | 6 | 3 | -6
O=C(COC(=O)c1cc(=O)[nH]c2ccccc12)Nc1nc(-c2ccccc2)cs1 | 0.5 | -1 | -1.0 | -0.59 | 1.5 | 14 | -131 | -1 | 5
Cc1cc(C)cc(N2CC(C(=O)O)CC2=O)c1 (configuration not stated) | 0.0 | -11 | 0.2 | -1.6 | 1.4 | -7 | -8 | 1 | 6
CC(=O)NC(=S)Nc1ccccc1N1CCCCC1 | -1.6 | -8 | -1.3 | 2 | -0.7 | 1 | 32 | -3 | -30
CCOC(=O)C1C(=O)N(O)CC1c1cccc(Oc2ccccc2)c1 (configuration not stated) | 0.0 | 4 | 1.4 | -0.95 | 0.2 | 1 | -9 | 0 | 4
CN1CCN(c2ccc(Cl)cc2NC(=O)CCN2C(=O)c3ccccc3C2=O)CC1 | 1.7 | 7 | 2.6 | -0.6 | -0.3 | -12 | -33 | 6 | -10
COc1ccc(OC)c(S(=O)(=O)N2CCCCCC2)c1 | 1.9 | 2 | -0.6 | 0.72 | 1.2 | -13 | 9 | 3 | 9
CC1CCN(CCOc2cc(Cl)ccc2Cl)CC1 | 0.3 | 4 | 0.1 | -0.62 | 0.9 | 0 | -23 | -4 | 6
C[n+]1cc(C(=O)N2CCCCC2)ccc1/C=C/c1c[nH]c2ccccc12 | 0.8 | 1 | 0.3 | . | 0.3 | -217 | 22 | 2 | -109
COc1cccc(CN2CCN(Cc3[nH]c4ccccc4c3C)CC2CCO)c1 (configuration not stated) | 1.4 | -8 | 3.1 | -0.57 | -0.3 | -8 | -15 | -3 | 1
CCC(C)C1C(C#N)=C(N)Oc2n[nH]c(C)c21 (configuration not stated) | 1.5 | -9 | -5.2 | -0.66 | -0.3 | 1 | -46 | -7[fluorescence artefact?] | 2
CCOC(=O)c1cn(CC(=O)Nc2ccccc2C(=O)OCC)nn1 | -0.5 | -2 | -0.7 | . | -1.6 | -3 | -22 | 2 | -4
O=C(O)CCC(NS(=O)(=O)c1ccc(-c2ccccc2)cc1)C(=O)O (configuration not stated) | 0.8 | -3 | 0.5 | 0.22 | 2.2 | -7 | -8 | -8 | 3
COc1ccc(OCC(=O)Nc2ccc(C)c(S(=O)(=O)N(C)C)c2)cc1 | 81* | -27 | -0.3 | . | -0.1 | -37 | 10 | 12 | 6
COC(=O)c1ccccc1NC(=S)NC(=O)c1ccc(C)cc1 | 0.6 | -18 | 1.6 | 11* | 0.0 | 2 | -19 | 7 | -1
COc1ccc(NC(=S)N(CCCN2CCOCC2)C(C)c2cc3cccc(OC)c3o2)cc1 (configuration not stated) | 0.5 | -19 | 1.6 | -0.24 | 0.5 | -22 | -28 | 0 | 14
O=C(CSc1ccc2nnc(-c3ccccc3)n2n1)NCc1ccco1 | -0.3 | -13 | -1.9 | -0.67 | -0.8 | -4 | -51 | -5 | 0
CC1CCN(C(=O)c2ccc(-n3cnnn3)cc2)CC1 | 0.9 | 6 | -0.1 | -0.37 | 1.0 | -6 | -15 | -2 | 2
COCCCn1c(=O)/c(=C\c2ccc(OC(F)F)c(OC)c2)s/c1=C(/C#N)C(N)=O | 0.2 | . | -1.1 | 0.2 | 0.6 | -44 | -23 | -10 | -7
CCOc1ccc(N2CC(=O)SC2=S)cc1 | 0.5 | -12 | 0.2 | . | 0.5 | -4 | -27 | -3[fluorescence artefact?] | -8
O=C(NC12CC3CC(CC(C3)C1)C2)c1ccccc1 | -0.8 | -12 | -0.7 | -0.75 | -0.7 | -21 | 36 | 3 | .
O=C(CSc1ncccn1)NCc1cccs1 | 7.7 | -7 | 0.2 | -0.89 | 0.0 | -10 | 27 | 1 | -22
N#CCCN(CCC#N)C(=O)COc1ccc(Cl)cc1Cl | -0.3 | -16 | -0.6 | -0.18 | 0.0 | -22 | -12 | 3[fluorescence artefact?] | -2
CCCC(=O)NC(c1cccs1)c1cc([N+](=O)[O-])c2cccnc2c1O (configuration not stated) | 2.6 | . | -5.1 | -0.35 | 0.4 | -11 | -63 | -2 | .
CCS(=O)(=O)N1CCCC(C(=O)NCC2CCCO2)C1 (configuration not stated) | 1.7 | -6 | -0.1 | . | 1.4 | 5 | -6 | 0 | 7

The final 4 records of the section above lead into the next:
mol | zVAD death inh | MDM2 E3 inh | TNF necrop inh | Cl transport mod | PERK inh | EBV gp42 block | m-calpain inh | eIF4E 4G PPI | Rad51 HR inh
O=C(CSc1ncccn1)NCc1cccs1 | 7.7 | -7 | 0.2 | -0.89 | 0.0 | -10 | 27 | 1 | -22
N#CCCN(CCC#N)C(=O)COc1ccc(Cl)cc1Cl | -0.3 | -16 | -0.6 | -0.18 | 0.0 | -22 | -12 | 3[fluorescence artefact?] | -2
CCCC(=O)NC(c1cccs1)c1cc([N+](=O)[O-])c2cccnc2c1O (configuration not stated) | 2.6 | . | -5.1 | -0.35 | 0.4 | -11 | -63 | -2 | .
CCS(=O)(=O)N1CCCC(C(=O)NCC2CCCO2)C1 (configuration not stated) | 1.7 | -6 | -0.1 | . | 1.4 | 5 | -6 | 0 | 7
O=C(CSc1ccccc1)N[C@@H](Cc1ccccc1)C(=O)O | 0.4 | . | 0.2 | -0.29 | 1.1 | -4 | 10 | 6 | 4
Cc1occc1C(=O)Nc1c(F)cc(F)cc1Br | -0.3 | -9 | -9.0 | -0.45 | -0.3 | -12 | -16 | 5 | 1
CCN1C(=O)c2ccccc2S(=O)c2ccc(C(=O)NCc3ccccn3)cc21 (configuration not stated) | 0.9 | -5 | 1.1 | 0.11 | 0.2 | 16 | -1 | 0 | -7
CC(=O)Nc1ccc(S(=O)(=O)Nc2nnc(C(C)(C)C)s2)cc1 | 0.7 | -23 | 1.9 | . | -0.7 | 1 | -55 | -4 | -6
COc1ccc(S(=O)(=O)Nc2ccccc2C(=O)N2CCCC2)cc1OC | 0.0 | -22 | 1.4 | -0.043 | 0.1 | -27 | -2 | 1 | 4
CC(C)C(NS(=O)(=O)c1ccc2c(c1)oc(=O)n2C)C(=O)N1CCN(Cc2ccccc2)CC1 (configuration not stated) | -0.5 | -14 | -0.1 | . | 0.8 | -1 | 6 | -2 | -8
COC(=O)C1=C(O)/C(=C\c2cc(C)n(-c3ccccc3C)c2C)N=C1C | 0.2 | -2 | -0.7 | 0.059 | -0.8 | 17 | -40 | 7[fluorescence artefact?] | -3
COc1cc(C(=O)Nc2ccc(S(=O)(=O)NC(C)(C)C)cc2)cc(OC)c1OC | -0.6 | -10 | -2.2 | . | -0.9 | -31 | 13 | 1 | -3
CCOC(=O)c1ccc(NC(=O)Cn2nnc(-c3ccc(C)cc3)n2)cc1 | 1.6 | -8 | 1.3 | . | 2.1 | -7 | -7 | -4 | 3
CC(=O)Nc1ccc(S(=O)(=O)N2c3ccccc3NC(=O)CC2C)c(Cl)c1 (configuration not stated) | 0.1 | -4 | 3.4 | 0.59 | 0.6 | -15 | -15 | 5 | 23
CCOc1ccc(S(=O)(=O)N2CCOCC2)cc1[N+](=O)[O-] | 1.4 | -7 | 0.3 | 0.51 | 0.4 | -1 | 6 | 4 | -26
O=C(/C=C/c1cccc(Cl)c1)NCCN1CCOCC1 | 0.2 | 2 | 1.1 | -0.61 | 0.3 | 2 | 17 | 2[fluorescence artefact?] | 17

Screening data as filed in PubChem.
